Rtt109 HAT inh = inhibitors of Candida albicans Rtt109/Vps75 histone acetyltransferase. purified Rtt109/Vps75, ThioGlo CoA-SH fluorescence, 4 h. inhibition, % at 34.9 µM. actives 0.16% (n = 330,000);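 active = inhibition of at least 50% in every replicate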
CAL PDZ FP-1 = inhibitors of human CAL PDZ peptide binding; purified CAL PDZ, TMR-peptide fluorescence polarization, 1 h; Q9HD26; AID 504414; actives 0.02% (n = 330,000); inhibition, % at 20 µM;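 active = highest replicate inhibition of at least 40%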;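 note: plate controls were DMSO neutral control wells for no effect and unlabeled competitor peptide control wells for full effect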
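Material: tagged CAL PDZ protein CerCALP, purified; buffer or medium: sodium phosphate/NaCl buffer pH 7.4 with TCEP, IgG, Thesit; also added: fluorescent TMR peptide probe; schedule: 1 h incubation at room temperature before polarization reading; technique: fluorescence polarization from S- and P-plane intensities, G-factor corrected; control set: unlabelled peptide and DMSO controls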
MITF TRPM1 HTS = increases MITF-driven TRPM1 promoter luciferase signal; SK-MEL-5 TRPM1-promoter luciferase, 24 h; % of positive control, neutral wells = 0; activation, % at 12.5 µM; actives 0.75% (n = 300,000);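 active = mean activation of at least 80% with every replicate also reaching 80%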;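 note: 0% = neutral control wells and 100% = parthenolide positive control wells; values of inactives mirror those of a sister screen read the other way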
PfHsp90 set2 = reduces growth (ATP signal) of yeast expressing P. falciparum Hsp90; S. cerevisiae expressing PfHsp90, BacTiter-Glo ATP, 48 h; yeast lacking PDR1 and PDR3 efflux regulators; inhibition, % at 9.4 µM; actives 0.32% (n = 310,000); AID 504621;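 active = every replicate shows inhibition above about 80%, whatever the replicate mean, limit read from the data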;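 note: 0% = DMSO neutral controls and 100% = 20 µM radicicol positive controls; yeast relying on Plasmodium falciparum Hsp90 in place of its own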
SR-BI DiI inh = inhibitors of mouse SR-BI mediated HDL lipid uptake | Q61009 | ldlA[mSR-BI] CHO cells, DiI-HDL uptake fluorescence, 3 h | inhibition, % at 12.5 µM | actives 0.96% (n = 320,000) | AID 488896;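 active = mean replicate inhibition of at least 70% and a set share of replicates each scoring 70 or more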;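 note: 0% = median of neutral control wells and 100% = median of positive control wells; values of inactives mirror those of a sister screen read the other way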
CAL PDZ FP-2 = inhibitors of human CAL PDZ peptide binding. Q9HD26. purified CAL PDZ, TMR-peptide fluorescence polarization, 1 h. inhibition, % at 24.9 µM. actives 0.92% (n = 300,000). AID 602252;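 active = mean inhibition of at least 30% with at least half of replicates also reaching 30%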;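 note: 0% = DMSO neutral control and 100% = excess unlabeled competitor peptide PRC23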
NSD2 HMT inh = inhibitors of human histone methyltransferase NSD2 | NSD2 peptide methylation, AlphaScreen, 120 min | inhibition, % at 12.5 µM | actives 0.54% (n = 310,000); in the data active = inhibition above about 50%
Target sequence (O96028 whole entry, looked up): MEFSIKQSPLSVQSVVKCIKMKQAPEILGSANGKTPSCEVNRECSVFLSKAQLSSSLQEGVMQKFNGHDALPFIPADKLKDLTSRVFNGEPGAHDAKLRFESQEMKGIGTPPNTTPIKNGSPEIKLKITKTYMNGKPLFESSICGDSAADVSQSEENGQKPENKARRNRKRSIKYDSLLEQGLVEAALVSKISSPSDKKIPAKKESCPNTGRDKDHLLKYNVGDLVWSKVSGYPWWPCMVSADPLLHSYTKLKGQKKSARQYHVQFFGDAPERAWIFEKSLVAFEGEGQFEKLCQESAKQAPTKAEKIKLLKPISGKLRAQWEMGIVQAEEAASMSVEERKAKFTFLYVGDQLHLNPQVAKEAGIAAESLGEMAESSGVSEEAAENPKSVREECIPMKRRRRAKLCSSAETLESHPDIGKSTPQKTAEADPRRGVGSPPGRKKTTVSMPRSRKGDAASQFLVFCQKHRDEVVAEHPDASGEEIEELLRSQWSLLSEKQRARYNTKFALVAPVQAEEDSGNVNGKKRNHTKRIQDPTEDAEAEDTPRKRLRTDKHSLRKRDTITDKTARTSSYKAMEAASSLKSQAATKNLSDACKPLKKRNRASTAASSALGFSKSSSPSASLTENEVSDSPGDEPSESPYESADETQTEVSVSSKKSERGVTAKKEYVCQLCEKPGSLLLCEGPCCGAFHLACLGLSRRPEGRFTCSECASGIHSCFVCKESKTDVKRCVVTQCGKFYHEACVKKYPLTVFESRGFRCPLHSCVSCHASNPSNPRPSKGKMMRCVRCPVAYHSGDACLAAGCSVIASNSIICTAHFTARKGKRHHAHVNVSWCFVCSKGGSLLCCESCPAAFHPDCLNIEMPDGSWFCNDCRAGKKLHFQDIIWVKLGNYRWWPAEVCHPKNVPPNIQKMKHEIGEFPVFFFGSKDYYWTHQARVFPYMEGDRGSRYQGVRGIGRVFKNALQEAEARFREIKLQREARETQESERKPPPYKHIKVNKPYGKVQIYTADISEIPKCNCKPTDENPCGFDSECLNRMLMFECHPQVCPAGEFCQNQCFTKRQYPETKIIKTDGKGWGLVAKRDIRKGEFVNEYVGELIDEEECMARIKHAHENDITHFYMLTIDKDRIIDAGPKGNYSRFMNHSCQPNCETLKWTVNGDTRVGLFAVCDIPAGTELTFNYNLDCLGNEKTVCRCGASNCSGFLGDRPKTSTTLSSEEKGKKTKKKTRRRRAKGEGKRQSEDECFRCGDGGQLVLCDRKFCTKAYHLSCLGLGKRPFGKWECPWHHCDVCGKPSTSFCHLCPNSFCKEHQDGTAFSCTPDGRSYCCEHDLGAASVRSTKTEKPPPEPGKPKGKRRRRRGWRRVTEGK
SR-BI DiI-HDL act = enhances SR-BI lipid uptake from DiI-HDL | actives 0.096% (n = 320,000) | CHO ldlA[mSR-BI] cells, DiI-HDL uptake fluorescence, 3 h; 100 = double the neutral-control signal | AID 504775 | activation, % at 12.5 µM;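 active = mean replicate activation of at least 60% and every replicate at or above 60%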;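 note: 0% = median plate neutral-control signal and 100% = twice that signal; values of inactives mirror those of a sister screen read the other way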
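Material: SR-BI-overexpressing, LDLR-lacking CHO cells; schedule: compound exposure 3 h, 37 °C; reagent: DiI-labelled HDL at 10 µg/mL final; technique: bottom-read fluorescence, 550/595 nm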
PvdQ inh = P. aeruginosa PvdQ acylase inhibition | purified PvdQ acylase, fluorescence plate reader | inhibition, % at 10 µM | actives 0.063% (n = 340,000); in the data active = inhibition above about 30%, passing the limit was not always enough;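 note: 0% = vehicle neutral wells and 100% = reference inhibitor wells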
dFosB activator = mouse delta FosB homodimer activation; actives 0.99% (n = 340,000); purified delta FosB, TAMRA-CDK5 oligo fluorescence polarization; percent of positive-control signal above neutral wells; activation, % at 25 µM; P13346; AID 493131;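 active = mean activation above about 17%, with every replicate also reaching it, limit read from the data, passing the limit was not always enough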;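 note: fluorescence polarization rise as delta FosB binds a TAMRA Cdk5 AP-1 oligo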
Starred values were filed as active, the others as inactive; . = not tested or not shown.

No.	Molecule	Rtt109 HAT inh	CAL PDZ FP-1	MITF TRPM1 HTS	PfHsp90 set2	SR-BI DiI inh
1	O=C1C2ON(c3ccccc3)C(c3ccncc3)C2C(=O)N1c1ccc(Br)cc1 (configuration not stated)	-9	-0.6	-7	3	-25
2	CCOC(=O)C(C)N1C(=O)S/C(=C/c2cc(C)n(-c3ccccn3)c2C)C1=O (configuration not stated)	5	-2.8	34	-21	48
3	Cn1nnnc1SCCNCc1ccccc1OCc1ccc(F)cc1	-1	-1.3	3	-21	-7
4	Brc1ccc2c(c1)OCCOCCOc1cc(Br)ccc1OCCOCCOCCO2	0	-5.7	-9	10	27
5	O=C(c1cc2ccccc2o1)N1CCN(c2cccc(Cl)c2)CC1	-2	-2.5	-4	1	-2
6	COc1ccc(CCNC(=O)c2cc(S(=O)(=O)N3CCCCC3)c[nH]2)cc1OC	-2	-0.9	.	11	28
7	O=C(O)CCCCCNC(=O)c1ccccc1Br	10	-1.6	9	12	-11
8	COc1ccc(S(=O)(=O)NC(C)C(=O)Nc2ccccc2F)cc1 (configuration not stated)	3	-0.6	.	-18	0

No.	CAL PDZ FP-2	NSD2 HMT inh	SR-BI DiI-HDL act	PvdQ inh	dFosB activator
1	2	0	25	-11	-7
2	1	7	-48	-7	-5
3	3	0	7	-10	4
4	-1	.	-27	-2	-2
5	-4	1	2	-6	-5
6	.	.	-28	-7	0
7	-3	1	11	20	2
8	-2	-2	0	-11	0

(cont.)
No.	Molecule	Rtt109 HAT inh	CAL PDZ FP-1	MITF TRPM1 HTS	PfHsp90 set2	SR-BI DiI inh
9	COC(=O)c1cc(C(=O)c2cc(Br)ccc2O)coc1=N	-2	-3.2	10	-18	4
10	CCCCNC(=S)NCCN1CCCCC1	22	-4.4	.	3	13
11	CCC(C)NC(=O)CNC(=O)c1nn(-c2ccc(OC)c(Cl)c2)c(=O)c2ccccc12 (configuration not stated)	-7	-2.0	0	25	4
12	COc1cc(C2C(C(=O)c3ccc(C)o3)=C(O)C(=O)N2CCN2CCOCC2)ccc1OCCC(C)C (configuration not stated)	0	0.2	0	2	-9
13	c1ccc(COc2ncnc3c2ncn3CCCNCc2ccc3c(c2)OCO3)cc1	6	-1.8	11	30	.
14	COCCn1c(=O)[nH]c2cc(C(=O)NCc3ccccc3)ccc2c1=O	-5	-1.2	.	21	0
15	Cn1c(NC(=O)c2cc(Cl)ccc2Cl)cc(=O)n(C)c1=O	-10	0.3	.	21	-13
16	Cc1nc2sccn2c1-c1csc(NCc2ccccc2)n1	-4	-1.9	9	15	19

No.	CAL PDZ FP-2	NSD2 HMT inh	SR-BI DiI-HDL act	PvdQ inh	dFosB activator
9	-5	1	-4	-2	-4
10	-1	3	-13	8	1
11	-2	-2	-4	-20	-20
12	.	3	9	-17	-15
13	5	.	.	-16	-17
14	-3	-1	0	-12	-4
15	-2	.	13	-10	4
16	-3	0	-19	9	-3

(next part)
No.	Molecule	Rtt109 HAT inh	CAL PDZ FP-1	MITF TRPM1 HTS	PfHsp90 set2	SR-BI DiI inh
17	C[C@@H]1CN(S(=O)(=O)C(C)(C)C)[C@@H](CCO)/C1=C\c1ccccc1	-3	-0.4	7	8	.
18	COc1ccc(COCC(O)CN2CCN(S(=O)(=O)c3ccc(C(C)C)cc3)CC2)cc1 (configuration not stated)	-2	-1.1	-9	-6	-12
19	Cc1cc(OCC(=O)c2cccc(C(F)(F)F)c2)n2cnnc2n1	-1	-0.3	6	11	-13
20	CC(Oc1ccccc1)C(=O)NN1Cc2ccccc2C1=N (configuration not stated)	-1	-0.3	-2	-12	-7
21	Cc1ccc(S(=O)(=O)NC(=O)COc2ccccc2C)c(C)c1	3	-2.2	2	-15	-58
22	CN(Cc1ccc(Cl)cc1)C(=O)COC(=O)CSc1ccc([N+](=O)[O-])cc1	3	0.4	.	3	-2
23	O=c1[nH]c2ccccc2nc1Cc1ccccc1	2	0.2	2	5	2
24	Cc1cccc2cc(COC(=O)c3ccccc3)c(=O)[nH]c12	2	-0.7	-18	-10	-34

No.	CAL PDZ FP-2	NSD2 HMT inh	SR-BI DiI-HDL act	PvdQ inh	dFosB activator
17	-1	.	.	-9	10
18	-1	-2	12	-14	-9
19	12	1	13	-5	-6
20	1	-1	7	-3	-1
21	-1	-3	58	7	0
22	-2	-2	2	-11	-11
23	-5	0	-2	-13	1
24	-1	-1	34	-16	1

(listing goes on)
No.	Molecule	Rtt109 HAT inh	CAL PDZ FP-1	MITF TRPM1 HTS	PfHsp90 set2	SR-BI DiI inh
25	Oc1c(C(c2cccs2)N2CCC3(CC2)OCCO3)sc2ncnn12 (configuration not stated)	1	-0.1	.	44	-25
26	CCC(C)c1ccccc1O (configuration not stated)	-16	-1.3	-3	1	6
27	CCOC(=O)N1CCN(C(=O)c2ccc(S(=O)(=O)Nc3ccccc3)cc2)CC1	-2	0.4	5	1	6
28	Cc1cc(=O)n(-c2ccc3ccccc3n2)[nH]1	-1	0.0	-8	-15	-3
29	Cc1ccc(-n2ncc(Cl)c2C(=O)NCc2ccccc2)cc1	7	-0.6	62	-1	-2
30	CC1CN(CC(O)COc2ccc(C(=O)c3ccccc3)cc2)CC(C)O1 (configuration not stated)	9	-1.9	6	1	18
31	O=C(Cn1c(=O)oc2cc(S(=O)(=O)N3CCCCC3)ccc21)N1CCc2ccccc2C1	-12	-0.9	.	-4	24
32	COc1ccc(NC(=O)CN(C)S(=O)(=O)c2ccc(Br)s2)cc1	15	-2.1	-5	5	7

No.	CAL PDZ FP-2	NSD2 HMT inh	SR-BI DiI-HDL act	PvdQ inh	dFosB activator
25	.	.	25	-17	-3
26	-4	.	-6	-16	1
27	6	19	-6	1	-1
28	-4	86*	3	14	-4
29	-3	-2	2	1	-3
30	-3	-1	-18	-12	-4
31	.	.	-24	-2	10
32	-1	2	-7	6	-5

Random excerpt: two compounds from above.
No.	Molecule	Rtt109 HAT inh	CAL PDZ FP-1	MITF TRPM1 HTS	PfHsp90 set2	SR-BI DiI inh
17	C[C@@H]1CN(S(=O)(=O)C(C)(C)C)[C@@H](CCO)/C1=C\c1ccccc1	-3	-0.4	7	8	.
9	COC(=O)c1cc(C(=O)c2cc(Br)ccc2O)coc1=N	-2	-3.2	10	-18	4

No.	CAL PDZ FP-2	NSD2 HMT inh	SR-BI DiI-HDL act	PvdQ inh	dFosB activator
17	-1	.	.	-9	10
9	-5	1	-4	-2	-4

The listing picks up; the 3 compounds before the break are reprinted first.
No.	Molecule	Rtt109 HAT inh	CAL PDZ FP-1	MITF TRPM1 HTS	PfHsp90 set2	SR-BI DiI inh
30	CC1CN(CC(O)COc2ccc(C(=O)c3ccccc3)cc2)CC(C)O1 (configuration not stated)	9	-1.9	6	1	18
31	O=C(Cn1c(=O)oc2cc(S(=O)(=O)N3CCCCC3)ccc21)N1CCc2ccccc2C1	-12	-0.9	.	-4	24
32	COc1ccc(NC(=O)CN(C)S(=O)(=O)c2ccc(Br)s2)cc1	15	-2.1	-5	5	7
33	Cc1cccc(NC(=O)c2cc(NC(=O)c3ccco3)ccc2N2CCCCC2)c1	-5	-0.2	-2	.	39
34	NS(=O)(=O)c1ccc(CNC(=O)c2ccc(C(=O)c3ccccc3)cc2)cc1	1	-0.5	-5	0	-5
35	CCOC(=O)c1cnn(-c2nc(-c3ccc(C)cc3)cs2)c1C(F)(F)F	-2	14	.	.	4
36	O=C(NCc1ccc(OC(F)(F)F)cc1)c1ccc2c(c1)S(=O)(=O)c1ccccc1C2=O	6	0.6	6	25	-16
37	CNS(=O)(=O)c1ccc2c(c1)NC(=O)C1CCCN21 (configuration not stated)	11	0.1	-3	7	-17
38	COc1ccc(CC(NC(C)=O)C(=O)NC2CCN(C(=O)Nc3ccccc3Cl)CC2)cc1OC (configuration not stated)	-3	-0.9	.	.	-10
39	O=C(CNc1cccc([N+](=O)[O-])c1)N/N=C/c1ccc(F)cc1	-2	-1.7	6	13	-13
40	Cc1cc(C)c(C(=O)C(C)OC(=O)C2=COCCO2)cc1C (configuration not stated)	-3	-2.1	16	-1	-13

No.	CAL PDZ FP-2	NSD2 HMT inh	SR-BI DiI-HDL act	PvdQ inh	dFosB activator
30	-3	-1	-18	-12	-4
31	.	.	-24	-2	10
32	-1	2	-7	6	-5
33	-2	-2	-39	-11	-11
34	0	4	5	-12	-6
35	1	-7	-4	-19	-3
36	0	.	16	5	-4
37	-3	4	17	13	-9
38	1	2	10	-1	0
39	-4	1	13	-12	-9
40	-1	-6	13	-6	-5

(further entries)
No.	Molecule	Rtt109 HAT inh	CAL PDZ FP-1	MITF TRPM1 HTS	PfHsp90 set2	SR-BI DiI inh
41	Cc1cc(C)c(Nc2ncccc2C(=O)O)c(C)c1	-1	-1.9	8	-9	26
42	CC[C@@]1(C(=O)OC)N[C@H](CN(C)C(=O)COc2ccccc2)[C@@H]2C(=O)N(Cc3ccccc3)C(=O)[C@@H]21	8	0.4	1	13	3
43	CC(=O)COc1cc2c(-c3cc4ccccc4o3)cc(=O)oc2cc1C	-3	-5.6	9	-14	36
44	CC(=O)N1c2ccc(S(=O)(=O)NC(CC(=O)O)c3ccc(Br)cc3)cc2CC1C (configuration not stated)	-7	-2.3	-3	24	-37
45	CC1C(=O)Nc2ccc(S(=O)(=O)NCc3ccc(Cl)cc3)cc2NC1=O (configuration not stated)	18	-0.6	.	1	-15
46	CCN(CC(=O)Nc1ccc(NC(C)=O)cc1)C(=O)CN1C(=O)NC2(CCCC2)C1=O	-9	-1.5	-4	-3	-7
47	CCOC(=O)C1CCN(C(c2cccc(OC)c2)c2sc3nc(C)nn3c2O)CC1 (configuration not stated)	6	-1.0	0	8	-4

No.	CAL PDZ FP-2	NSD2 HMT inh	SR-BI DiI-HDL act	PvdQ inh	dFosB activator
41	0	0	-26	-10	4
42	0	.	-3	15	-1
43	-1	-3	-36	-4	-12
44	-3	-5	37	-22	-7
45	-3	.	15	7	-3
46	12	-6	7	-21	-2
47	.	.	4	4	-8

3 compounds out of the list above, sorted by their value in CAL PDZ FP-2, ascending.
No.	Molecule	Rtt109 HAT inh	CAL PDZ FP-1	MITF TRPM1 HTS	PfHsp90 set2	SR-BI DiI inh
44	CC(=O)N1c2ccc(S(=O)(=O)NC(CC(=O)O)c3ccc(Br)cc3)cc2CC1C (configuration not stated)	-7	-2.3	-3	24	-37
41	Cc1cc(C)c(Nc2ncccc2C(=O)O)c(C)c1	-1	-1.9	8	-9	26
46	CCN(CC(=O)Nc1ccc(NC(C)=O)cc1)C(=O)CN1C(=O)NC2(CCCC2)C1=O	-9	-1.5	-4	-3	-7

No.	CAL PDZ FP-2	NSD2 HMT inh	SR-BI DiI-HDL act	PvdQ inh	dFosB activator
44	-3	-5	37	-22	-7
41	0	0	-26	-10	4
46	12	-6	7	-21	-2
